MLL CXXC-DNA inh – blocks binding of human MLL CXXC domain to DNA; actives 0.037% (n = 290,000); Potency, µM (top dose mostly 115 µM), for inactives: at the highest dose activity change, negative = inhibition, usual class: inhibitors; MLL-CXXC / FITC-HOXA9 DNA fluorescence polarization; Q03164; active = well fitted inhibition curve with a large enough effect in the polarisation, with a control signal flat, not every such curve was filed as active; inconclusive = small, poorly fitted or top-dose-only effect, or effect the other way, or a change in a side signal; inactive = no such curve, though single readings can be large or run the other way; the % refers to the polarisation; note: potency is the fitted concentration of half-maximal effect
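Steps: dispense CXXC domain solution (7 uM) → pin compounds or unlabeled HOX-A9 DNA control → 5 min ambient → add FLSN-HOX-A9 solution (50 nM) → spin → 30 min ambient → fluorescence polarization. Tris pH 7.5/NaCl/DTT/BSA buffer.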
Mito fusion yeast – inhibitors of mitochondrial division or activators of mitochondrial fusion; S. cerevisiae fusion-defective mutant growth rescue, CellTiterGlo 48 h; Potency, µM (doses to about 46.1 µM), without a hit: at the highest dose growth rescue (activation), actives largely listed as activators; actives 0.23% (n = 320,000); AID 485298;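 note: potency is the fitted concentration of half-maximal effect; % of control where 0% means no effect; nearly all actives have a fitted effect of over 45% in size; temperature-sensitive fusion mutants such as fzo1-1 at 37 °C on non-fermentable ethanol glycerol medium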
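Luminescent cell viability in 1536-well qHTS format served as the measure of rescued growth in ts fusion-mutant S. cerevisiae cultured on non-fermentable YPEG for 48 hours at 37C.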
MBNL1-CUG inh – blocks human MBNL1 binding to CUG repeat RNA; TR-FRET MBNL1-His/biotin-(CUG)12 binding, 665/545 ratio; Q9NR56; actives 0.036% (n = 280,000); Potency, µM (titrated, usually from 57.5 µM), inactives show at the top dose activity change, negative = inhibition, most hits filed as inhibitors; active = well fitted inhibition curve with a large enough effect in the signal ratio, with a control signal flat, not every such curve was filed as active; inconclusive = small, poorly fitted or top-dose-only effect, or effect the other way, or a change in a side signal; inactive = no such curve, though single readings can be large or run the other way; the % refers to the signal ratio; note: potency is the fitted concentration of half-maximal effect; % is set by controls: 0 for no effect and ±100 for the full control effect
Target sequence (Q9NR56 whole entry, looked up): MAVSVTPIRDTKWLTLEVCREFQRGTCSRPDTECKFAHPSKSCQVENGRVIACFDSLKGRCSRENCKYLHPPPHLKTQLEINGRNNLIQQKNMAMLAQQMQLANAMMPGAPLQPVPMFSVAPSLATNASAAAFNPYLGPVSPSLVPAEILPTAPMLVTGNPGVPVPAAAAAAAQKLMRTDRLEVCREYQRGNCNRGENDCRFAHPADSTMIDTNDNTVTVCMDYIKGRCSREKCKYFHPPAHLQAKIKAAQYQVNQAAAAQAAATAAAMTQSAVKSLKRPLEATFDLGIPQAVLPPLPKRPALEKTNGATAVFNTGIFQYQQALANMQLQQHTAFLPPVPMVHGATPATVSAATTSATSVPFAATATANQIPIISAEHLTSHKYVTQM
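TR-FRET readout: Ex 340 nm, 665/545 nm emission ratio, normalized to buffer-only (basal) and MBNL1-(CUG)12 controls. Complex of MBNL1-His with Biotin-(CUG)12, compounds 92 nM–58 uM, incubated 60 min at room temperature.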
TSG101-PTAP inh – blocks PTAP/TSG101 interaction to inhibit HIV-1 budding | Q99816 | Fluorescence polarization, FITC-PTAP peptide / Tsg101 binding | Potency, µM (series often up to 115 µM), inactives show at the top dose activity change, negative = inhibition, actives largely listed as inhibitors | 340,000 tested, under 10 active | AID 493005; active = well fitted inhibition curve with a large enough effect in the main read-out, with a control signal flat, not every such curve was filed as active; inconclusive = small, poorly fitted or top-dose-only effect, or effect the other way, or a change in a side signal; inactive = no such curve, though single readings can be large or run the other way; note: potency is the fitted concentration of half-maximal effect; % of control where 0% means no effect
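Steps: Tsg101 binding domain dispensed (10 uM final), compounds pinned in DMSO, FITC-labeled PTAP-motif peptide added (50 nM final); after 20 min binding at room temperature, polarization measured.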
A-T KAP1 phos – candidate therapy for ataxia-telangiectasia | […] A-T fibroblasts, KAP-1 phosphorylation AlphaLISA; neocarzinostatin DNA damage 30 min before lysis | Potency, µM (top dose mostly 57.5 µM), inactives show top-dose activation, actives largely listed as activators | actives 0.19% (n = 320,000) | AID 485349; note: potency is the fitted concentration of half-maximal effect; % of control where 0% means no effect; nearly all actives have a fitted effect of over 45% in size
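ATM-like activity read as KAP-1 phosphorylation via AlphaLISA donor/acceptor antibody pairs after lysis and 6 hr at 25C. Cells were ATM-null patient fibroblasts ([…], hTERT), dosed 60 min, then exposed to the DSB inducer NCS for 30 min.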
a7 integrin act – activates integrin-mediated alleviation for muscular dystrophy | Potency, µM (top dose mostly 38.3 µM), inactives show at the top dose activation, hits mostly activators | actives 0.064% (n = 350,000) | alpha7betagal myoblasts, beta-gal FDG fluorescence, 48 h;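 note: potency is the fitted concentration of half-maximal effect; 100% = response of the positive control SU9516; nearly all actives have a fitted effect of over 60% in size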
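alpha7betagal+/- myoblasts (passage 13, 250/well) treated 48 h at 37C with compounds at 1:260 dilution of DMSO stock. Lysed, then beta-galactosidase activity read as FDG fluorescence (ex 480/em 540) after 30 min, with pre-read for autofluorescence.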
TCR act – activators of T cell receptors; Potency, µM (titrated, usually from 9.22 µM), without a hit: at the highest dose activation of IL-2 secretion, actives largely listed as activators; primary human leukocytes, anti-CD3, IL-2 HTRF, 48 h; AID 504894; 330,000 tested, under 10 active; note: % of control where 0% means no effect
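Readout: HTRF IL-2, Eu-cryptate/d2 antibody pair, 320nm excitation, 665nm emission. Stimulus: a-CD3 beads, no co-stimulation. Cells: primary human leukocytes. Exposure: 48 hr with compound.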
S-ASM inh – blocks human secretory acid sphingomyelinase; P17405; placental ASM, HMU-PC fluorogenic substrate, 60 min; Potency, µM (titrated, usually from 57.5 µM), inactives show at the top dose activity change, negative = inhibition, most hits filed as inhibitors; actives 0.006% (n = 340,000); AID 504937; note: potency is the fitted concentration of half-maximal effect
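Fluorescence read-out (Ex 386 nm, Em 447 nm) after stopping the reaction at pH 10. Enzyme: ASM from human placenta; substrate HMU-PC0, 9 uM final; 60 min, 37 °C. Compound preincubation 10 min, ambient temperature.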
Menin-MLL TR inh – displaces Texas Red mutant MLL peptide from human menin; actives 0.23% (n = 270,000); AID 1768; Menin + Texas Red MLL mutant peptide, fluorescence polarization; Potency, µM (series often up to 61.6 µM), without a hit: at the highest dose FP activity change, negative = inhibition, hits mostly inhibitors; O00255; active = well fitted inhibition curve with a large enough effect in the polarisation, with a control signal flat, not every such curve was filed as active; inconclusive = small, poorly fitted or top-dose-only effect, or effect the other way, or a change in a side signal; inactive = no such curve, though single readings can be large or run the other way; the % refers to the polarisation; note: potency is the fitted concentration of half-maximal effect; % of control where 0% means no effect; many of its hits are not listed in these tables
Target sequence (O00255 whole entry, looked up): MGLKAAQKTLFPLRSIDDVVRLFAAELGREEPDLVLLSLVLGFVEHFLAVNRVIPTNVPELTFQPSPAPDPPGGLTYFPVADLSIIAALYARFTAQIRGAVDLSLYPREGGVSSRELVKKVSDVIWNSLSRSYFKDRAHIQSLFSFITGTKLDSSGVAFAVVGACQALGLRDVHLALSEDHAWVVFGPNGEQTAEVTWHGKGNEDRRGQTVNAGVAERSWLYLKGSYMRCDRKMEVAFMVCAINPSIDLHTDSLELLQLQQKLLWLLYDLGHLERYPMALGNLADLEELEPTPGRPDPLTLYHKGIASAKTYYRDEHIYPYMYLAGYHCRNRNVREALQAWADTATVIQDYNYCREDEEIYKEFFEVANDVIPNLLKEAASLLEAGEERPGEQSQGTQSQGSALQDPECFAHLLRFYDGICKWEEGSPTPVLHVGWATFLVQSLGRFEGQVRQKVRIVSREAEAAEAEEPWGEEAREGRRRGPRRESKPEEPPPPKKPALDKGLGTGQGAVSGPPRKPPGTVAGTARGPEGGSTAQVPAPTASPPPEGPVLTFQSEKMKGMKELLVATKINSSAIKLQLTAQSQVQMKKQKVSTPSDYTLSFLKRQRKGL
TSHR antag – blocks TSH signaling through the human TSH receptor; P16473; AID 504810; activity change, negative = inhibition, % at 11.5 µM; actives 0.2% (n = 330,000); TSHR-expressing cells, TSH-stimulated cAMP HTRF, 2 h; active compounds read low;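 active = activity change below a set negative limit, meaning inhibition stronger than a set level, cut at about -70% in these data; inconclusive = activity change between two set negative limits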; note: % is set by controls: 0 for no effect and ±100 for the full control effect
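Read-out is FRET at 665 nm (cryptate excitation 337 nm) from a cryptate-tagged anti-cAMP antibody, competed by cell cAMP against cAMP-d2. Compounds are tested on freshly harvested TSHR cells challenged with 4nM TSH (EC80) for 2 hours at 37 deg C.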
The depositor's hits bear a star; ? = inconclusive; nt = not tested or not shown; [ ] = dose if it differs, or a comment. Unless noted, calls come from the whole dose curve; as a rule, active = well fitted curve in the direction sought with a large enough effect; inconclusive = small, poorly fitted or top-dose-only effect, or another doubt; inactive = no such curve, though single readings can be large; an effect the other way counts as inactive or inconclusive. The list is partial; the hit share may differ from the screen's.

canonical_smiles,MLL CXXC-DNA inh,Mito fusion yeast,MBNL1-CUG inh,TSG101-PTAP inh,A-T KAP1 phos,a7 integrin act,TCR act,S-ASM inh,Menin-MLL TR inh,TSHR antag
Cc1cc(C)c2c(-n3cccc3)nn(C)c2n1,-6%,1%,-9%,-1%,-5%,-8%,9%,-1%,?,4
CCCc1nc(C)c(-c2ccc(OC)c(OC)c2)c(=O)[nH]1,1%,0%,2%,0%,15%,21%,-2%,3%,-1%,-9
CC1CN(c2nc3c(c(=O)[nH]c(=O)n3C)n2Cc2ccccc2F)CC(C)O1 (centres undefined),-1%,1%,0%,-4%,31%,-2%,-2%,1%,-8%,2
O=c1ccccn1CCOc1ccc(Cl)cc1,-6%,1%,-8%,-4%,16%,0%,1%,0%,nt,15
Cc1ccc(C(C)C)c(OCC(=O)Nc2ccc3c(c2)nc(CN2CCCC2)n3C)c1,-17%,-3%,5%,-3%,nt,-39%,2%,-9%,?,-3
CCOc1ccc(N2C(=O)CC(N(CCc3ccc(OC)cc3)C(=O)/C=C/C(=O)O)C2=O)cc1 (centres undefined),-21%,-10%,7%,-5%,4%,-8%,-3%,-2%,5%,1
CSc1nnnn1-c1ccc(C(=O)O)cc1,-9%,0%,-11%,-2%,-3%,-10%,-2%,2%,-7%,-3
O=S(=O)(c1ccc(N2CCOCC2)cc1)N1CCOCC1,-4%,2%,-5%,-1%,nt,8%,-1%,-2%,12%,nt
CN(C(=O)Cn1nc(Cl)ccc1=O)C1CCCN(Cc2ccccc2F)C1 (centres undefined),-11%,-2%,3%,-2%,4%,?,0%,-2%,nt,14
COc1ccccc1N1CCN(C2CCCN(Cc3ccc(Cl)cc3)C2)CC1 (centres undefined),-4%,-4%,1%,-3%,2%,-2%,9%,2%,-10%,11
COc1ccc(/C=N/NC(=O)c2cccc([N+](=O)[O-])c2)cc1OC(=O)c1ccccc1,19%,-4%,?,-7%,-2%,-32%,-17%,-14%,nt,-6
O=C(NC1CCCCC1)C1CCN(C(=O)c2ccccc2Cl)CC1,-14%,4%,5%,-8%,-1%,-15%,-1%,-3%,6%,1
CCc1nnc(NC(=O)CN2CCN(Cc3cccc(F)c3)CC2)s1,8%,1%,-2%,-4%,-4%,7%,-3%,3%,nt,-47
CCN1C(=O)[C@H]2[C@@H](c3ccc(C)cc3)N3C(=O)N(c4ccccc4)C(=O)[C@@]3(C)[C@H]2C1=O,-7%,-1%,7%,0%,6%,2%,-3%,2%,3%,2
CCN(CC)c1nc(N)n(CCSC(=S)N(C)C)c(=O)n1,2%,-4%,-11%,0%,-7%,27%,4%,3%,nt,13
Cc1ccc(CNC(=O)COC(=O)c2ccc(Cl)c(N)c2)cc1,-4%,7%,-23%,-2%,nt,2%,1%[46.1 µM],0%,-10%,15
CC1(C)Cc2ccccc2C(=NCCCC(=O)O)N1,-6%,-1%,-9%,-1%,-1%,19%,-27%,5%,-7%,nt
CSc1ccccc1NC(=O)c1cc(Cl)sc1Cl,-1%,-1%,0%,-3%,16%,23%,1%,-2%,0%,-16
CCOC(=O)c1ccc2c(c1)nc(SCC(=O)c1ccco1)n2CC,1%,-11%,13%,-6%,-2%,-29%,0%,-1%,3%,-4
O=C(Nc1ccccc1N(C(=O)c1ccco1)S(=O)(=O)c1cccs1)c1ccco1,276%[activator],2%,0%,-3%,2%,-1%,5%,-1%,8%,1

Entries of single compounds, looked up by structure.
Cc1ccc(C(C)C)c(OCC(=O)Nc2ccc3c(c2)nc(CN2CCCC2)n3C)c1 reads MLL CXXC-DNA inh: -17%; Mito fusion yeast: -3%; MBNL1-CUG inh: 5%; TSG101-PTAP inh: -3%; A-T KAP1 phos: nt; a7 integrin act: -39%; TCR act: 2%; S-ASM inh: -9%; Menin-MLL TR inh: ?; TSHR antag: -3
O=C(Nc1ccccc1N(C(=O)c1ccco1)S(=O)(=O)c1cccs1)c1ccco1 reads MLL CXXC-DNA inh: 276%[activator]; Mito fusion yeast: 2%; MBNL1-CUG inh: 0%; TSG101-PTAP inh: -3%; A-T KAP1 phos: 2%; a7 integrin act: -1%; TCR act: 5%; S-ASM inh: -1%; Menin-MLL TR inh: 8%; TSHR antag: 1
O=c1ccccn1CCOc1ccc(Cl)cc1 reads MLL CXXC-DNA inh: -6%; Mito fusion yeast: 1%; MBNL1-CUG inh: -8%; TSG101-PTAP inh: -4%; A-T KAP1 phos: 16%; a7 integrin act: 0%; TCR act: 1%; S-ASM inh: 0%; Menin-MLL TR inh: nt; TSHR antag: 15

Back to the main list, repeating the two entries before the break.
canonical_smiles,MLL CXXC-DNA inh,Mito fusion yeast,MBNL1-CUG inh,TSG101-PTAP inh,A-T KAP1 phos,a7 integrin act,TCR act,S-ASM inh,Menin-MLL TR inh,TSHR antag
CCOC(=O)c1ccc2c(c1)nc(SCC(=O)c1ccco1)n2CC,1%,-11%,13%,-6%,-2%,-29%,0%,-1%,3%,-4
O=C(Nc1ccccc1N(C(=O)c1ccco1)S(=O)(=O)c1cccs1)c1ccco1,276%[activator],2%,0%,-3%,2%,-1%,5%,-1%,8%,1
COc1ccc(N2CCN(C(=O)C(=O)c3c[nH]c4ccccc34)CC2)cc1,0%,1%,5%,-1%,7%,16%,-1%,-14%,nt,-12
Nc1cc(N2CCCCC2)c([N+](=O)[O-])cc1Cl,2%,5%,?,-12%,-1%,-18%,4%[46.1 µM],-9%,4%,-7
Nc1cc(N)nc(SCC(=O)NNC(=O)c2ccc(Cl)cc2)n1,1%,-1%,-7%,-16%,-2%,11%,5%,3%,27%,27
Cc1ccc2c(c1)P(=O)(O)c1cc(C)ccc1O2,nt,nt,nt,-3%,nt,15%,-3%,3%,nt,nt
Cc1cccc(C)c1NC(=O)CSC(=O)c1sc2ccccc2c1Cl,-2%,0%,1%,0%,3%,-25%,-2%,-2%,nt,7
COCCN(C(=O)CC1CCCC1)c1c(N)n(CC(C)C)c(=O)[nH]c1=O,nt,-4%,nt,1%,-4%,1%,12%,-3%,nt,-8
CCOc1ccccc1NC(=O)C(=O)N/N=C/c1cc(Br)ccc1O,29%,3%,8%,-6%,4%,-2%,0%,-2%,-11%,-4
O=C(O)c1ccccc1CSC1=NCCS1,1%,-6%,1%,-4%,17%,?,8%,2%,-14%,-2
Cc1nc2ccccc2c(=O)n1NC(=O)/C=C/c1ccccc1,-5%,-1%,nt,2%,-4%,-6%,6%,-3%,-7%,8
Cc1cc(NC(=O)CSCc2ccccc2C)no1,2%,-37%[inhibitor],-4%,-4%,-4%,-21%,6%,-2%,6%,10
COc1ccc(NC(=O)CN2C(=O)NC(C)(c3ccc4c(c3)OCO4)C2=O)cc1S(N)(=O)=O (centres undefined),nt,nt,nt,-4%,-6%,-3%,-6%[46.1 µM],0%,nt,2
CCOC(=O)C1CN(S(C)(=O)=O)c2cc(CC(=O)OC)ccc2O1 (centres undefined),?,-8%,-4%,1%,0%,0%,2%,2%,11%,6
O=c1c(Cl)c(N2CCOCC2)cnn1-c1nc2ccccc2[nH]1,-1%,-7%,?,-3%,4%,0%,5%,-5%,-1%,4
CN=Cc1sc2ccccc2c1O,14%,-2%,?,-6%,-10%,1%,5%,20%,-1%,-12
CCCCCC[n+]1c(-c2ccc(Cl)cc2Cl)csc1Nc1ccccc1,0%,-6%,4%,-1%,7%,-24%,-4%[46.1 µM],-7%,-2%,30
O=C(Nc1ccc(S(=O)(=O)NCc2cccnc2)cc1)c1ccco1,-6%,0%,-18%,0%,4%,-12%,-3%,1%,8%,2
